# Screens: PubChem, Sanford-Burnham Center for Chemical Genomics
# mIAP block = mouse IAP inhibition. 0.2% of 330,000 active. inhibition, % at 10 µM. AID 2806. purified mouse IAP, CDP-Star luminescence, 30 min;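 active = inhibition of at least 40% at 10 µM in the primary screen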;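 also: plate controls were DMSO with enzyme for no effect and no enzyme wells for full effect; values of inactives mirror those of a sister screen read the other way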
# PfG6PD inh = PfG6PD (Plasmodium falciparum) enzyme inhibition | PfGluPho enzyme, NADPH resazurin-diaphorase fluorescence | inhibition, % at 20 µM | 0.78% of 350,000 active | AID 504690;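 active = inhibition reaching at least a set limit at 20 µM in the primary screen, cut at about 59% in these data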;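 also: 0% = DMSO wells with substrate and 100% = DMSO wells lacking glucose-6-phosphate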
# hIAP activ = increases human intestinal alkaline phosphatase activity | P09923 | purified human IAP, CDP-Star luminescence, 30 min; hits give high values; 1 = vehicle-only enzyme, 0 = enzyme-free background | activation factor at 10 µM | 0.16% of 330,000 active;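 active = activation factor of the enzyme at least 2-fold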; also: the source names both 10 and 20 µM as test concentration; values of inactives mirror those of a sister screen read the other way
# Target sequence (P09923 whole entry, looked up): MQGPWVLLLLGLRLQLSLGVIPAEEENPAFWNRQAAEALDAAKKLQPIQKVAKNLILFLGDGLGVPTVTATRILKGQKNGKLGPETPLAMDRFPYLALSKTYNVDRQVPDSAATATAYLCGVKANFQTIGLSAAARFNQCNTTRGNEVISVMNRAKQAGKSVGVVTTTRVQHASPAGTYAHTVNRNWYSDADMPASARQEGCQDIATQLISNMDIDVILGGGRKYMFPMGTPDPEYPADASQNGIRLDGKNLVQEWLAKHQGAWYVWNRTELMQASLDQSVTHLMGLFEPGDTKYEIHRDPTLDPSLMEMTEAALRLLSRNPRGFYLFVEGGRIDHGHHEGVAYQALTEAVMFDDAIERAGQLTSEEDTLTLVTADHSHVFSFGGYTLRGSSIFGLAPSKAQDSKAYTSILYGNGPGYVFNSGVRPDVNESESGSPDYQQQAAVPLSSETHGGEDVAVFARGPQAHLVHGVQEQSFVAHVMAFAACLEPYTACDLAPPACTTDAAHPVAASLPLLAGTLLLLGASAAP
# ATG4B inhibitor = ATG4B (human) cysteine protease inhibition; inhibition, % at 8.33 µM; Q9Y4P1; ATG4B cleavage of LC3-PLA2, NBD-HPC fluorescence, 1 h; 0.51% of 340,000 active; in the data active = inhibition above about 40%
# Target sequence (Q9Y4P1 whole entry, looked up): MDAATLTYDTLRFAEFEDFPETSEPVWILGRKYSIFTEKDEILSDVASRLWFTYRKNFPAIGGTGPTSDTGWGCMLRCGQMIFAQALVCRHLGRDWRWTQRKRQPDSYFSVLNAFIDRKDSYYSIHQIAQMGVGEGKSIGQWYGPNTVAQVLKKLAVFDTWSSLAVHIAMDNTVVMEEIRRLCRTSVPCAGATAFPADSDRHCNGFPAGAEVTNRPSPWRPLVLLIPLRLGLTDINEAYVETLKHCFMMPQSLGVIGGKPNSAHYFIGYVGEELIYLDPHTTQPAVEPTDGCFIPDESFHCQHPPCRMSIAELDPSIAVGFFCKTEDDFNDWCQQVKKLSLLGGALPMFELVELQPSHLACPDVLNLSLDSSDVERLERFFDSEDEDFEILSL
# mIAP activ = mouse IAP activation | AID 2805 | 0.24% of 330,000 active | activation factor at 10 µM | muIAP, CDP-Star luminescence, 30 min; hits give high values; 1 = vehicle-only enzyme signal, 0 = enzyme-free wells;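 active = activation factor of at least 2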; also: the source names both 10 and 20 µM as test concentration; values of inactives mirror those of a sister screen read the other way
#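 System: Mouse IAP enzyme | Also added: CDP-Star substrate | Dosing: Compounds dispensed in DMSO | Schedule: 30 min enzyme-substrate-compound incubation at room temperature | Technique: Chemiluminescence readout | Control set: DMSO-only wells and no-enzyme negative control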
# hIAP block = human IAP inhibition. purified IAP, CDP-Star luminescence, 30 min. inhibition, % at 10 µM. 0.12% of 330,000 active. AID 2544;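 active = inhibition reaching a set limit with compound at 10 µM in the primary screen, cut at about 35% in these data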;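 also: plate controls were DMSO wells with enzyme for no effect and no-enzyme buffer wells for full effect; values of inactives mirror those of a sister screen read the other way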
# A3A deaminase = human APOBEC3A DNA deaminase inhibition; P31941; recombinant A3A, FAM/TAMRA ssDNA deamination fluorescence; inhibition, % at 20 µM; 0.41% of 330,000 active;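 active = at least 40% inhibition at 20 µM here, with at most 30% in a related deaminase screen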;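 also: plate controls were A3A with DMSO for no effect and wells lacking A3A enzyme for full effect; some results filed as inactive read as strong as hits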
# HKDC1 inh = HKDC1 (human) hexokinase inhibition | Q2TB90 | inhibition, % at 20 µM | recombinant HKDC1, G6PDH/diaphorase resazurin coupled fluorescence | 0.16% of 340,000 active;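 active = inhibition above about 35% when tested at 20 µM, limit read from the data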;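 also: plate controls were DMSO wells with enzyme for no effect and DMSO wells lacking enzyme for full effect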
#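 Test system: Recombinant HKDC1 (HK5) hexokinase enzyme, produced in-house | Input: HKDC1 at 5 µg/mL | Buffer or medium: Tris pH 8.0 buffer with MgCl2, Tween-20, BSA, BME | Schedule: 90 min reaction incubation at room temperature, dark | Technique: Resazurin-to-resorufin fluorescence via G6PDH and diaphorase coupling, 525/613 nm | Controls: DMSO wells with and without enzyme mix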
# The depositor's hits bear a star. Rows were taken by chance; 2.4% or so of the library scored in one or more.
# Start of the data: the first seven compounds, to show the layout:
no.	mIAP block	PfG6PD inh	hIAP activ	ATG4B inhibitor	mIAP activ	hIAP block	A3A deaminase	HKDC1 inh	Structure
1	8	8	0.93	-15	0.92	7	1	7	COc1cc2cc(CCCOC(=O)c3ccc(Br)cc3)oc(=O)c2cc1OC
2	6	10	1.1	-8	0.94	-5	-1	-3	C=CCOc1c2ccc(C(=O)NCc3ccc(C)cc3)cc2nn1C
3	10	31	0.99	32	0.9	1	4	-2	Cc1c(C(=O)C(=O)N2c3ccc(F)cc3CCC2C)c2ccccc2n1C (configuration not stated)
4	-11	10	0.89	-5	1.1	11	-1	-2	CCOc1ccccc1NC(=O)Nc1cccc(S(N)(=O)=O)c1
5	5	-6	0.96	8	0.95	4	14	-6	CC(C)CN(C(=O)COC(=O)c1cnccn1)c1c(N)n(Cc2ccccc2)c(=O)[nH]c1=O
6	-6	16	0.92	-9	1.1	8	-2	4	COc1ccc(NC(=O)/C(C#N)=C\c2cc(OC)c(OCc3ccc(C(=O)O)cc3)cc2Br)cc1
7	1	0	0.99	-4	0.99	1	-4	-4	CC(C)CNS(=O)(=O)c1ccc(S(=O)(=O)N2CCC(N3CCCCC3)CC2)cc1

# This part in full, previewed entries included:
no.	mIAP block	PfG6PD inh	hIAP activ	ATG4B inhibitor	mIAP activ	hIAP block	A3A deaminase	HKDC1 inh	Structure
1	8	8	0.93	-15	0.92	7	1	7	COc1cc2cc(CCCOC(=O)c3ccc(Br)cc3)oc(=O)c2cc1OC
2	6	10	1.1	-8	0.94	-5	-1	-3	C=CCOc1c2ccc(C(=O)NCc3ccc(C)cc3)cc2nn1C
3	10	31	0.99	32	0.9	1	4	-2	Cc1c(C(=O)C(=O)N2c3ccc(F)cc3CCC2C)c2ccccc2n1C (configuration not stated)
4	-11	10	0.89	-5	1.1	11	-1	-2	CCOc1ccccc1NC(=O)Nc1cccc(S(N)(=O)=O)c1
5	5	-6	0.96	8	0.95	4	14	-6	CC(C)CN(C(=O)COC(=O)c1cnccn1)c1c(N)n(Cc2ccccc2)c(=O)[nH]c1=O
6	-6	16	0.92	-9	1.1	8	-2	4	COc1ccc(NC(=O)/C(C#N)=C\c2cc(OC)c(OCc3ccc(C(=O)O)cc3)cc2Br)cc1
7	1	0	0.99	-4	0.99	1	-4	-4	CC(C)CNS(=O)(=O)c1ccc(S(=O)(=O)N2CCC(N3CCCCC3)CC2)cc1
8	-5	10	1.1	-9	1	-10	-2	-9	O=C(Nc1cccnc1)c1ccc(COc2cc(Cl)ccc2Cl)o1
9	3	-8	0.84	2	0.97	16	-5	-5	Cc1ccc(C(=O)NCC(=O)N2CCN(c3ccccc3)CC2)cc1
10	9	2	0.81	-13	0.91	20	-2	9	Clc1ccc(SCc2cn3cccnc3n2)cc1
11	17	-3	1.1	1	0.83	-8	-1	2	O=C(COC(=O)c1cccc([N+](=O)[O-])c1)NNC(=O)c1cccs1
12	-16	16	1.1	2	1.2	-10	0	6	Cc1cc(OCC(=O)Nc2cc(S(=O)(=O)N3CCOCC3)ccc2N2CCCC2)ccc1C(C)C
13	1	27	1	2	0.99	-2	-7	-3	CCN1C(=O)/C(=C2/Sc3ccccc3N2CC)SC1=S
14	10	-11	0.9	6	0.9	10	-4	4	COC(=O)c1ccccc1NC(=O)Cn1c(=O)n(Cc2ccccc2)c(=O)c2c(C)c(C)sc21
15	-5	9	1.1	-2	1	-15	-3	-1	CN(CCOc1ccccc1)C(=S)Nc1ccc(OC(F)F)cc1
16	-5	-10	1	2	1.1	-3	-2	-5	CCN1CCN(C(C(=O)NC2CCCCC2)c2ccc(Cl)cc2)CC1 (configuration not stated)
17	10	-13	0.96	5	0.9	4	0	-5	Cc1noc(C)c1NC(=O)N1CCN(Cc2ccccc2)CC1
18	-8	-13	1.2	8	1.1	-21	-2	-5	COC(=O)c1ccccc1NC(=O)c1cc[n+]([O-])cc1
19	18	6	1.1	-7	0.82	-9	-3	-6	CC(=O)c1cccc(NC(=O)CSc2ncc(C(=O)Nc3ccccc3)c(=O)n2C)c1
20	-2	2	1.1	-9	1	-6	-2	-8	COc1ccc(CNS(=O)(=O)c2cc(CN3C(=O)c4cccnc4C3=O)ccc2OC)cc1
21	4	0	0.98	-2	0.96	2	5	-1	O=c1[nH]c2ccccc2n1CCC1CCCCC1
22	-12	-4	0.87	-1	1.1	13	20	-6	CN1CC(=O)N(CC(=O)Nc2cc(Cl)cc(Cl)c2)C1=O
23	-10	5	0.99	-8	1.1	1	-1	3	CCC(C)NC(=O)C1(O)c2ccccc2NC(=O)N1c1ccc(C)c(C)c1 (configuration not stated)
24	-7	-1	1	0	1.1	-4	0	-7	O=C(CN1CCN(c2ccc(F)cc2)CC1)NCc1ccc(F)cc1
25	5	3	0.99	-12	0.95	1	-4	3	CCOc1cc(/C=C/C(=O)OCC(=O)NCCN2C(=O)CSC2=O)ccc1OCC(C)C
26	7	57	0.74	-1	0.93	26	4	16	O=c1cc(-c2ccccc2Cl)c2c([nH]1)CCC2
27	0	9	1.1	-9	1	-10	4	-3	N#Cc1ccc(-c2csc(NC(=O)c3ccc(N4C(=O)CCC4=O)cc3)n2)cc1
28	6	-10	1.1	-19	0.94	-14	-3	11	O=C(Nc1cccc([N+](=O)[O-])c1)c1ccc2nc(N3C(=O)CCC3=O)sc2c1
29	5	-2	0.95	3	0.95	5	-5	-14	CCOC(=O)CN(C(=O)Cn1nnc2ccccc21)C(C(=O)NCCOC)c1ccccc1C (configuration not stated)
30	20	5	0.96	-10	0.8	4	-3	-5	O=C1NC(c2ccccc2)=N/C1=C/c1ccco1
31	7	-2	0.96	-7	0.93	4	0	-7	CCc1ccc(OCC(=O)NN2Cc3ccccc3C2=N)cc1
32	-3	-4	1	7	1	-2	-2	-7	COc1ccc(CCNC(=O)CSc2nccc(=O)[nH]2)cc1OC
33	-15	-14	1.1	-2	1.1	-8	-4	-2	CC(=O)Nc1ccc(NC(=O)C2CC(=O)N(c3ccccc3Cl)C2)cc1 (configuration not stated)
34	19	11	1	-2	0.81	0	-3	7	CCOC(=O)CN1C(=O)S/C(=C/c2ccc(C)o2)C1=O
35	-2	-11	1	-2	1	-1	0	5	CCOc1cc(CNCCO)cc(Br)c1OCc1ccccc1
36	5	11	1.2	4	0.95	-16	-1	2	CN1C(=O)C(O)(CC(=O)c2cccc(-n3cccc3)c2)c2ccccc21 (configuration not stated)
37	24	-20	0.86	6	0.76	14	13	0	O=C(CCCn1c(SCC(=O)c2ccc(O)c(O)c2)nc2ccccc2c1=O)NCC1CCCO1 (configuration not stated)
38	6	8	0.92	11	0.94	8	-1	9	CC1(c2ccccc2)CC(c2ccccc2)=Nc2ccccc2N1 (configuration not stated)
39	23	-7	1.1	4	0.77	-7	2	-8	COCC(=O)N1CCN(c2ccc([N+](=O)[O-])cc2)CC1
40	-17	2	0.86	5	1.2	14	-3	-2	Cc1cc(C(=O)OCC(=O)NCc2ccc(Cl)cc2Cl)c(C)o1
41	3	2	0.94	-3	0.97	6	-3	5	Cc1cc(=O)[nH]c(SCC(=O)Nc2ccc3c(c2)CCC3)c1C#N
42	10	-1	1.1	0	0.9	-12	-6	4	Cc1nc2ccc(Br)cn2c1C(=O)N/N=C\c1ccc(C(C)C)cc1
43	6	-1	0.87	-3	0.94	13	-2	-1	O=C(c1ccc(Cl)cc1)c1cnc2ccccn12
44	5	39	1	-27	0.95	0	0	5	Cc1ccc(OCC(=O)N/N=C\c2cn(C)c3ccccc23)c([N+](=O)[O-])c1
45	-8	-6	0.92	-5	1.1	8	1	-1	O=C(CNC(=O)c1cccc(Br)c1)N/N=C/c1ccc2c(c1)OCO2
46	-7	12	0.99	-5	1.1	1	2	7	COC(=O)c1ccc(/C=C2\CCn3c2nc2cc(C(=O)O)ccc2c3=O)cc1
47	10	29	0.92	1	0.9	8	0	8	O=C(CSc1nnc(-c2cnccn2)n1Cc1ccco1)c1ccc(Cl)cc1
48	-2	-11	1.1	1	1	-8	2	0	OCC[C@H]1C[C@@H](O)[C@H](O)[C@]2(CCc3ccccc3O2)O1
49	6	6	0.94	0	0.94	6	-4	1	COC(=O)Cc1cn(-c2ncc(C(F)(F)F)cc2Cl)c2ccccc12
50	-40	22	0.87	-7	1.4	13	-3	-4	O=C(Nc1nc(-c2ccccc2)cs1)C1CCCCN1S(=O)(=O)c1ccc(Cl)cc1 (configuration not stated)

# Additional results.
no.	mIAP block	PfG6PD inh	hIAP activ	ATG4B inhibitor	mIAP activ	hIAP block	A3A deaminase	HKDC1 inh	Structure
51	-25	3	0.92	5	1.3	8	2	8	O=C(CCSc1ccc(Cl)c(Cl)c1)NC12CC3CC(CC(C3)C1)C2
52	-4	-7	0.95	-4	1	4	60	-2	COc1nc(-c2ccccc2)ccc1-c1noc(-c2ccco2)n1
53	4	16	1.1	2	0.96	-6	-4	-5	COc1ccc(NC(=O)C=C(C)C)cc1Cl
54	-6	23	1.1	10	1.1	-5	4	10	O=C(Nc1ccc2c(c1)OCO2)C1CCN(S(=O)(=O)c2cccs2)CC1
55	-6	-20	1.1	11	1.1	-6	-1	7	Cc1cccc(NC(=O)CCNS(=O)(=O)c2cccc3nonc23)c1C
56	-8	-6	1	-5	1.1	-1	2	1	O=C(NCc1cccnc1)NC1CCCN1S(=O)(=O)c1ccc(Cl)cc1 (configuration not stated)
57	-5	-8	1.3	5	1	-29	-1	-3	CC12CN3CC(C)(CN(C1)C3c1ccccc1F)C2 (configuration not stated)
58	-4	0	1.1	-3	1	-9	-2	-7	COc1ccc(S(=O)(=O)c2cnc3ccccc3n2)cc1
59	-10	-9	1.2	-2	1.1	-19	5	-2	CCS(=O)(=O)N1Cc2ccccc2CC1C(=O)Nc1cccc(S(=O)(=O)N(C)C)c1 (configuration not stated)
60	2	5	1	0	0.98	0	2	-1	CC12CCC(=O)N1C(C(=O)Nc1nc(-c3cc(F)ccc3F)cs1)CS2 (configuration not stated)
61	6	12	0.99	-2	0.94	1	-2	-3	CC(NC(=O)COC(=O)/C(=C/c1cccs1)c1cccs1)c1ccccc1 (configuration not stated)
62	1	-10	0.87	7	0.99	13	-4	2	Cc1ccc2c(c1)-c1c(cnn1CC(=O)N(Cc1ccco1)C1CCCCC1)CO2
63	11	-25	1.1	9	0.89	-11	-3	-4	O=C(c1cc2c(s1)CCCC2)N1CCN(S(=O)(=O)c2ccccc2C(F)(F)F)CC1
64	2	11	1.1	0	0.97	-11	-6	4	COc1ccc(CN2CCN(Cc3cc4ccccc4o3)CC2CCO)cc1C (configuration not stated)

# Profiles as entered above:
# O=C(Nc1ccc2c(c1)OCO2)C1CCN(S(=O)(=O)c2cccs2)CC1 is listed as mIAP block = -6; PfG6PD inh = 23; hIAP activ = 1.1; ATG4B inhibitor = 10; mIAP activ = 1.1; hIAP block = -5; A3A deaminase = 4; HKDC1 inh = 10
# CC(C)CN(C(=O)COC(=O)c1cnccn1)c1c(N)n(Cc2ccccc2)c(=O)[nH]c1=O is listed as mIAP block = 5; PfG6PD inh = -6; hIAP activ = 0.96; ATG4B inhibitor = 8; mIAP activ = 0.95; hIAP block = 4; A3A deaminase = 14; HKDC1 inh = -6
